High-throughput results deposited in PubChem by several laboratories.
MRP1 act: H69AR viability gain despite doxorubicin, primary screen, MRP-1 activator project, H69AR cells, CellTiter-Glo. AID 799, 2007. actives 0.61% (n = 140,000). viability increase, % at 10 µM. viability rescue;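 active means viability gain under doxorubicin at or above a set limit, the compound median plus 3 SD, cut at about 4.7% in these data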;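 further: MRP-1 overexpressing cells given doxorubicin 25 µM after compound pretreatment; 18-22 h compound pretreatment then 72 h with doxorubicin before readout; 0% = doxorubicin-only wells and 100% = vehicle-treated cells without doxorubicin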
BB579 growth dn: growth inhibitors of yeast BB579 in restrictive medium, primary screen, yeast lifespan-shortening project, S. cerevisiae | OD615, 48 h | inhibition, % at 10 µM | actives 0.51% (n = 140,000);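 active means inhibition above a set limit, 3 SD over the mean compound inhibition, cut at about 44% in these data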; further: inactives centre near -24
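Test system: DeaD yeast strain BB579 / Buffer or medium: restrictive glucose-based CSMM-D medium / Doses: single 10 µM dose / Schedule: 4 h cell preincubation, 48 h compound exposure, 30 °C humidified / Technique: culture absorbance at 615 nm / Controls: amphotericin B positive control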
Yeast lifespan up: compounds extending yeast replicative lifespan, primary screen, S. cerevisiae, OD615; S. cerevisiae growth with nicotinamide; deaD strain in restrictive glucose medium; inhibition of the nicotinamide effect, % at 10 µM; actives 0.68% (n = 130,000); AID 775, 2007;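 active means inhibition above a set limit, placed 3 SD over the median of all compounds, cut at about 26% in these data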;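 further: 0% = nicotinamide-treated wells and 100% = cells grown without nicotinamide; some compounds called inactive have numbers as strong as hits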
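System: Modified budding yeast, DeaD strain | Buffer or medium: Restrictive glucose medium | Also added: 1.5 mM nicotinamide | Doses: 10 µM single point, 0.25% DMSO | Schedule: 48 h compound exposure at 30 °C, humidified | Detection: Absorbance at 615 nm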
E-sel TNF inh: E-selectin induction blockers in HUVEC – imaging, immunofluorescence, high content, primary screen. actives 0.71% (n = 120,000). inhibition, % at 2 µM. HUVEC TNFa-induced E-selectin immunofluorescence;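 active means inhibition above the batch mean plus 3 SD, and confirmed as a hit on visual image review, cut at about 43% in these data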;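 further: 0% = TNF-stimulated DMSO wells and 100% = unstimulated control wells; not every result past the cut was called active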
NPY-Y2 antag: NPY-Y2 receptor antagonists, primary screen, cell-based. Neuropeptide Y receptor type 2 (Homo sapiens), P49146. NPY-Y2 expressing cells, antagonist mode. inhibition, % at 2.7 µM. actives 0.99% (n = 140,000); in the data active means inhibition above about 17%;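 further: 0% = vehicle with agonist challenge and 100% = reference antagonist with challenge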
Target sequence (P49146 whole entry, looked up): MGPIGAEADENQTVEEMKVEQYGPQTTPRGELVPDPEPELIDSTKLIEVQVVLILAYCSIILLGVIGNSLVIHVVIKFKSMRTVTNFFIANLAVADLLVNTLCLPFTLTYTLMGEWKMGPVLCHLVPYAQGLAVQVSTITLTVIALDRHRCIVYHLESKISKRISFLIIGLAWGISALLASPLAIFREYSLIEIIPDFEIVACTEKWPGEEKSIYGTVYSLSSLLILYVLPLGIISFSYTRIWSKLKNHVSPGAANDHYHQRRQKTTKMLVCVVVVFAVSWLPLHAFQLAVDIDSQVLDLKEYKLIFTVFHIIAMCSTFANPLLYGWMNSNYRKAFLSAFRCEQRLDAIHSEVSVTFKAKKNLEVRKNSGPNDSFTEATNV
bCat KO growth: primary screen for growth suppressors in beta-catenin knockout HCT116 cells (colon tumor, human); HCT116 beta-catenin knockout viability, CellTiter-Glo, 60 h; stronger effect = lower value; viability, % at 10 µM; actives 1.5% (n = 140,000); AID 818, 2007;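 active means viability at or under a set limit, the compound median less 4 SD, cut at about 6% in these data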;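 further: 0% = Hyamine 1622 control at 20 µM and 100% = untreated cell control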
Phagocytosis inh: inhibitors of macrophage phagocytosis, primary screen, imaging, J774A.1 cells, IgG beads; J774A.1 macrophage IgG-bead phagocytosis; inhibition, % at 5 µM; actives 0.07% (n = 110,000); AID 1029, 2008;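 active means inhibition above the mean of the plate negative controls plus 5 SD, cut at about 13% in these data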;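 further: phagocytic index as fraction of beads internalized from green versus red external bead signal; plate controls were DMSO negative control for no effect and cytochalasin-D positive control for full effect; some results beyond the cut were filed as inactive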
GALR2 blocker: GALR2 antagonists in receptor-expressing cells, primary screen | Galanin receptor type 2 (Homo sapiens), O43603 | antagonist mode | inhibition, % at 4 µM | actives 0.39% (n = 140,000) | AID 828, 2007; in the data active means inhibition above about 27%;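 further: cells stimulated with galanin 1-16 at roughly its EC80; 0% = agonist challenge control and 100% = basal control without agonist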
Target sequence (O43603 whole entry, looked up): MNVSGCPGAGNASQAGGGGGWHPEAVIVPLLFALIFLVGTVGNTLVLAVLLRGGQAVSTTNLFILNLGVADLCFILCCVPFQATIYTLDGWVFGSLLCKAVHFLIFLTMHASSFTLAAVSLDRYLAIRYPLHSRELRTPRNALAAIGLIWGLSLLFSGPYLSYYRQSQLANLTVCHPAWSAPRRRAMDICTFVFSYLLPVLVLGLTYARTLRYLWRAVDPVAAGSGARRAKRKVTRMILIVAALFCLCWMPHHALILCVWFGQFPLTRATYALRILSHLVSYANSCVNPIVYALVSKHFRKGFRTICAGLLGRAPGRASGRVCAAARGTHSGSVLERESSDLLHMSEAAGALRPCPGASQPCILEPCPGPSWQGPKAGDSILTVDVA
HCT116 PTEN-null: growth suppression of PTEN-null HCT116, primary screen, cell-based, CellTiter-Glo; HCT116 PTEN-null viability, 60 h; stronger effect = lower value; actives 1.2% (n = 140,000); AID 827, 2007; viability, % at 10 µM;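 active means viability at or below a set limit, 4 SD under the median of all tested compounds, cut at about 3.7% in these data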;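 further: PTEN knockout HCT116 line with beta catenin targeted HCT116 as companion control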
Measles CPE: compounds protecting cells from measles virus cytopathic effect, primary screen, measles RdRp inhibitor project, single point, MLSMR library, absorbance | AID 841, 2007 | actives 1.5% (n = 140,000) | Measles virus-infected cells, CPE protection | protection (pct of control), % at 4 µM; in the data active means protection mostly above about 24%, no sharp cut-off; inactive means mostly below about 26%; further: some compounds called inactive have numbers as strong as hits
* marks the source's active call; other numbers are inactive results; nt = not tested or not shown. Rows were taken by chance. Share with any hit: about 6.2%.

SMILES	MRP1 act	BB579 growth dn	Yeast lifespan up	E-sel TNF inh	NPY-Y2 antag	bCat KO growth	Phagocytosis inh	GALR2 blocker	HCT116 PTEN-null	Measles CPE
CC(=O)Nc1cccc(NC(=O)CSc2nnc(Cc3cccn3C)n2CCc2ccccc2)c1	-3.6	-30	-2	6	-2	94	1	-11	84	7
Cc1c(N=C(N)/N=C(\N)Nc2ccccc2)c(=O)n(-c2ccccc2)n1C	-1.1	-15	1	nt	2	93	nt	-4	90	8
COc1cccc(CNCC(=O)N2C(C)CCCC2C)c1 (stereo not given)	-1.0	-23	-19	-8	2	97	0	8	88	4
COc1ccc(-n2c(C)c(C(C)=O)c(C(C)=O)c2C)cc1OC	-4.5	-23	-7	nt	-3	93	0	4	93	13
O=C(N/N=C/C=C/c1ccccc1)c1n[nH]c2c1CCC2	-1.2	-47	0	10	1	25	5	-7	29	7
O=c1[nH]c2ccccc2nc1C(Cl)c1ccccc1 (stereo not given)	-2.7	-42	37*	41	0	93	-3	-1	104	12
O=C(CCl)Nc1ccccc1Sc1ccc(Cl)cc1	-7.6	-36	-25	nt	0	2.1*	0	16	2.5*	1
CCOC(=O)CCCSc1nnc(CCCCCN2C(=O)c3cccc4cccc(c34)C2=O)o1	0.3	-37	5	1	9	83	-7	-4	83	29
CN(C)S(=O)(=O)N(CC(=O)Nc1ccccc1C(F)(F)F)c1ccccc1	-4.3	4	-16	-10	5	85	0	3	88	6
Cc1cc2c(C)nc(N/N=C/c3ccccc3)nc2o1	-0.6	-20	-6	nt	0	92	-2	23	101	15
Cn1nc(C(=O)NCC2CCCO2)c2ccccc2c1=O (stereo not given)	-1.3	-31	-6	6	7	88	-1	-7	105	1
O=C(CNC(=O)C1CCCCC1)OCc1cc(=O)oc2ccc3ccccc3c12	0.1	-31	-3	-12	9	88	-3	8	99	13
COc1ccc(C(=O)NCc2nnc(SCC(=O)Nc3nc4ccc(C)cc4s3)o2)cc1OC	0.5	-10	2	-6	1	94	-1	-4	94	23
CC(=NCc1ccco1)c1c(O)n(C2CCCCC2)c(=O)[nH]c1=O	0.4	-50	38	4	3	95	-1	-3	89	2
CC(C)(C)C1CCC(OC(=O)c2ccncc2)CC1 (stereo not given)	1.9	-4	-8	-6	0	101	-1	3	95	11
COC(=O)c1ccc(C(=O)OC)c(NC(=O)COC(=O)c2ccc(OC)c(OC)c2OC)c1	-0.1	-22	11	-14	3	84	1	5	76	15
Cc1cccc(C)c1N(CC(O)Cn1c2ccccc2c2ccccc21)S(C)(=O)=O (stereo not given)	-3.0	-25	-13	7	2	50	-2	-3	44	3
CN(C)S(=O)(=O)c1ccc(C(=O)Nc2nc(-c3ccccc3)c(C(=O)c3ccccc3)s2)cc1	-2.1	-19	1	nt	-1	88	0	2	96	2
CN(C)c1nc(N(C)C)nc(N(C#N)CCOc2ccccc2)n1	1.8	-46	nt	-1	13	67	nt	3	78	17
CCCn1c(NC(=O)c2ccco2)nc2ccccc21	-3.7	-19	-8	nt	3	67	3	12	68	8
O=[N+]([O-])c1ccc(Cl)c(CN2CCC(O)CC2)c1	0.0	-34	3	28	2	99	7	9	98	8
COc1ccc(S(=O)(=O)N2CCC(C(=O)Nc3ccccc3C)CC2)c2cccnc12	-1.6	-79	-6	-16	-1	101	4	8	107	29
CCOC(=O)N1CCN(S(=O)(=O)c2cc(Br)cc3c2N(C(=O)C2CC2)CC3)CC1	-2.4	-14	-13	-85	2	100	-1	13	91	-2
Cn1c(CCNC(=O)c2ccccc2)nc2cc(NC(=O)C3CCCCC3)ccc21	-1.7	-29	-7	5	2	101	0	-6	95	2
CCn1cc(C(=O)OCc2cccc(Br)c2)c(=O)c2ccc(C)nc21	-0.2	-37	-12	17	10	93	-1	3	87	11

Entries shown so far that contain an NH in an aromatic ring, in the order listed:
SMILES	MRP1 act	BB579 growth dn	Yeast lifespan up	E-sel TNF inh	NPY-Y2 antag	bCat KO growth	Phagocytosis inh	GALR2 blocker	HCT116 PTEN-null	Measles CPE
O=C(N/N=C/C=C/c1ccccc1)c1n[nH]c2c1CCC2	-1.2	-47	0	10	1	25	5	-7	29	7
O=c1[nH]c2ccccc2nc1C(Cl)c1ccccc1 (stereo not given)	-2.7	-42	37*	41	0	93	-3	-1	104	12
CC(=NCc1ccco1)c1c(O)n(C2CCCCC2)c(=O)[nH]c1=O	0.4	-50	38	4	3	95	-1	-3	89	2

Continued.
SMILES	MRP1 act	BB579 growth dn	Yeast lifespan up	E-sel TNF inh	NPY-Y2 antag	bCat KO growth	Phagocytosis inh	GALR2 blocker	HCT116 PTEN-null	Measles CPE
O=S(=O)(NC1CC1)c1cccc(S(=O)(=O)N2CCCC2)c1	-2.2	-13	7	nt	-2	91	nt	-8	104	24
COc1cccc(-n2nnc3c(=O)n(CC(=O)N4CCC(Cc5ccccc5)CC4)cnc32)c1	-5.4	-30	-1	nt	0	66	1	-10	68	16
Cc1ccc(S(=O)(=O)N2CCCCC2C(=O)NCc2ccco2)cc1 (stereo not given)	-1.6	-61	-7	nt	-1	106	-1	6	93	10
CN(C)c1cccc2c(S(=O)(=O)Nc3ccccn3)cccc12	0.5	5	-7	-3	7	87	-1	-2	94	23
O=C(N/N=C/c1ccc(F)cc1)c1cc(-c2ccco2)nc2ccccc12	-2.3	-6	1	-64	14	52	nt	3	44	6
COC(=O)c1ccccc1NC(=O)C(=O)NCC1CCCO1 (stereo not given)	-0.1	-13	-2	22	1	80	-6	2	100	5
O=C(O)C1Cc2c([nH]c3ccccc23)C(c2ccc3c(c2)OCO3)N1 (stereo not given)	0.2	-13	-11	-23	1	88	-1	9	89	11
CCOC(=O)CN1C(=O)C(Sc2n[nH]c(-c3ccc(O)cc3)n2)CCc2ccccc21 (stereo not given)	-2.8	-23	2	-11	6	64	0	-3	60	3
COc1ccccc1-c1nnc(SCC(=O)OC(C)C)o1	-2.6	14	-25	-18	3	96	-1	16	93	31
CC(=O)CC1OC(=O)C(Br)=C1NCc1ccccc1 (stereo not given)	-5.8	-24	-2	nt	0	53	0	9	43	7
CCOC(=O)c1[nH]c(C)c(C(=O)OCC(=O)N(CC)C2CCS(=O)(=O)C2)c1C (stereo not given)	-0.6	-33	-4	-16	1	99	3	-13	99	6
CC(C)OC(=O)c1cccc(NC(=O)c2ccccc2)c1	0.0	-29	nt	0	-1	79	nt	11	88	5
CCN(CCCNC(=O)C1CCCN(S(=O)(=O)CC)C1)c1cccc(C)c1 (stereo not given)	-1.6	-35	-13	nt	0	91	1	15	86	8
O=C1c2ccsc2SCCN1Cc1c(Cl)cccc1Cl	7.0*	-1	14	32	10	70	0	7	67	13
CC(C)CNC(=O)c1oc2ccccc2c1COc1ccccc1	-2.8	-12	-2	-7	3	84	-3	-1	81	10
Cc1ccc(NC(=S)NC2CCN(Cc3ccccc3)CC2)cc1	-3.9	12	1	-39	2	73	0	2	83	11
Cc1cc(C)c(S(=O)(=O)N2CCCOC2CNC(=O)C(=O)NCc2cccs2)c(C)c1 (stereo not given)	1.9	-49	6	-5	0	97	5	-6	88	5
Cc1ccc(C)c(OCCn2c(=O)c3c(ncn3C3CCCC3)n(Cc3ccccc3)c2=O)c1	-2.7	-9	-4	23	6	69	-6	-8	60	6
O=C(O)c1cc(C(F)(F)F)nc2ccccc12	-1.8	-11	4	-14	3	96	nt	2	95	6
CCOC(=O)N1CCN(C(=O)CN(c2cccc(C)c2)S(=O)(=O)c2ccccc2)CC1	-0.2	-48	2	12	3	108	0	4	107	3
Cc1cccc(-c2nnc(SCc3ccccc3)o2)c1	-1.6	-21	-33	-7	5	110	nt	-5	92	4

Rewritten field by field: 3 of the compounds above
> CC(=O)CC1OC(=O)C(Br)=C1NCc1ccccc1 (stereo not given)
- MRP1 act = -5.8
- BB579 growth dn = -24
- Yeast lifespan up = -2
- E-sel TNF inh = nt
- NPY-Y2 antag = 0
- bCat KO growth = 53
- Phagocytosis inh = 0
- GALR2 blocker = 9
- HCT116 PTEN-null = 43
- Measles CPE = 7

> CCOC(=O)c1[nH]c(C)c(C(=O)OCC(=O)N(CC)C2CCS(=O)(=O)C2)c1C (stereo not given)
- MRP1 act = -0.6
- BB579 growth dn = -33
- Yeast lifespan up = -4
- E-sel TNF inh = -16
- NPY-Y2 antag = 1
- bCat KO growth = 99
- Phagocytosis inh = 3
- GALR2 blocker = -13
- HCT116 PTEN-null = 99
- Measles CPE = 6

> CC(C)OC(=O)c1cccc(NC(=O)c2ccccc2)c1
- MRP1 act = 0.0
- BB579 growth dn = -29
- Yeast lifespan up = nt
- E-sel TNF inh = 0
- NPY-Y2 antag = -1
- bCat KO growth = 79
- Phagocytosis inh = nt
- GALR2 blocker = 11
- HCT116 PTEN-null = 88
- Measles CPE = 5
